Compound activity from PubChem.
KLK7 zymogen act: activators of human kallikrein-7 zymogen; P49862; purified proKLK7, EDANS-DABCYL substrate fluorescence; 100% is mature enzyme control, 0% vehicle; activation, % at 7 µM; 370,000 tested, 0.9% active; AID 652039;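 active = activation above the mean of all tested compounds plus 3 SD, computed per campaign excluding outliers beyond control limits, cut at about 13% in these data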
ARFGAP1 inhibitor: inhibitors of rat ARFGAP1. Q62848. Arfgap1-stimulated ARF1 GTP hydrolysis, GDP FP detection. inhibition, % at 16.5 µM. 360,000 tested, 0.26% active. AID 651572;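 active = inhibition above a per-plate limit, mean inhibition of low control wells plus 3 SD, cut at about 25% in these data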;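 also: 0% = DMSO wells with enzyme and 100% = wells lacking Arfgap1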
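Material: rat Arfgap1 GAP domain (His6, aa 1-136), purified enzyme. Also added: human ARF1(Δ1-17)-GTP substrate. Compound dosing: 16.5 µM single point, 1.26% DMSO. Timing: enzyme reaction 120 min at 25 °C after 20 min preincubation. Signal: GDP detection by fluorescence polarization. Read-out basis: percent inhibition of GAP-stimulated GDP formation, scaled between DMSO and no-Arfgap1 medians.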
Tn7 DDE FP: inhibitors of Tn7 peptide binding to human fibrin DD(E); P02675; FP displacement of FITC-Tn7 peptide from fibrin DD(E); 0% = median of compound wells per plate; inhibition, % at 8.3 µM; 370,000 tested, 0.13% active; AID 720508;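 active = inhibition above the mean of compounds falling within the control limits plus 3 SD of them, cut at about 14% in these data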;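 also: 0% = plate median of compound wells and 100% = 10 µM Aha-Tn7 peptide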
Target sequence (P02675 whole entry, looked up): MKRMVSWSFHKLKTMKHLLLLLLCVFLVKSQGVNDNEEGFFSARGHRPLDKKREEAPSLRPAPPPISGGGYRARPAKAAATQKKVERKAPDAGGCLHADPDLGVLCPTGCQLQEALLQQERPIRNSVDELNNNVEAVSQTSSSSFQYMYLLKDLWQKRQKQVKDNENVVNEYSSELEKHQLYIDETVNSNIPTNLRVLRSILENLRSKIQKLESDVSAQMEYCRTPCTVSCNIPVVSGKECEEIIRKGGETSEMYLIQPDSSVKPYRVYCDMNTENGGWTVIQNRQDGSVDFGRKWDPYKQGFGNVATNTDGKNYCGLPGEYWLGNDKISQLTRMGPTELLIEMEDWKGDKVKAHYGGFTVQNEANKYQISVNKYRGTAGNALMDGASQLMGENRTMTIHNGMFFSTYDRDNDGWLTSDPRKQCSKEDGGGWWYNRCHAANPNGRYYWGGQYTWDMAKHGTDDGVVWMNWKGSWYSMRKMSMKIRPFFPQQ
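Test system: human clot-derived fibrin DD(E) complex / Quantity: 2 µM final DD(E) protein / Incubation: 10 min plus 3 h, room temperature / Measured by: fluorescence polarization / Benchmarks: high control of 10 µM Aha-Tn7 peptide / Replicates: singlicate testing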
PLC-gamma1 inh: inhibitors of human phospholipase C gamma1; purified PLC-gamma1, fluorogenic substrate, fluorescence; inhibition, % at 12.2 µM; 370,000 tested, 0.84% active; AID 720700; in the data active = inhibition above about 9.5%
ASAP1 GAP inh: inhibitors of human ASAP1 ArfGAP activity; Q9ULH1; ASAP1-stimulated ARF1 GTP hydrolysis, GDP FP detection; inhibition, % at 16.5 µM; 360,000 tested, 0.19% active; AID 624377; in the data active = inhibition above about 25%;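 also: 0% = vehicle with enzyme and substrate and 100% = no enzyme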
MBD2 inh: inhibitors of human MBD2 binding to methylated oligonucleotide; inhibition, % at 4.4 µM; Q9UBB5; 370,000 tested, 0.31% active; TR-FRET; AID 686964; in the data active = inhibition above about 13%
ADAM17 inh: inhibits human ADAM17; recombinant ADAM17, EDANS/DABCYL FRET peptide cleavage; inhibition, % at 6.95 µM; P78536; AID 720648; 370,000 tested, 0.83% active;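 active = inhibition above the mean of compounds lying between control limits plus 3 SD, set per campaign, cut at about 8.5% in these data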;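 also: 0% = DMSO-only wells as the low control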
Target sequence (P78536 215-824 limits assumed): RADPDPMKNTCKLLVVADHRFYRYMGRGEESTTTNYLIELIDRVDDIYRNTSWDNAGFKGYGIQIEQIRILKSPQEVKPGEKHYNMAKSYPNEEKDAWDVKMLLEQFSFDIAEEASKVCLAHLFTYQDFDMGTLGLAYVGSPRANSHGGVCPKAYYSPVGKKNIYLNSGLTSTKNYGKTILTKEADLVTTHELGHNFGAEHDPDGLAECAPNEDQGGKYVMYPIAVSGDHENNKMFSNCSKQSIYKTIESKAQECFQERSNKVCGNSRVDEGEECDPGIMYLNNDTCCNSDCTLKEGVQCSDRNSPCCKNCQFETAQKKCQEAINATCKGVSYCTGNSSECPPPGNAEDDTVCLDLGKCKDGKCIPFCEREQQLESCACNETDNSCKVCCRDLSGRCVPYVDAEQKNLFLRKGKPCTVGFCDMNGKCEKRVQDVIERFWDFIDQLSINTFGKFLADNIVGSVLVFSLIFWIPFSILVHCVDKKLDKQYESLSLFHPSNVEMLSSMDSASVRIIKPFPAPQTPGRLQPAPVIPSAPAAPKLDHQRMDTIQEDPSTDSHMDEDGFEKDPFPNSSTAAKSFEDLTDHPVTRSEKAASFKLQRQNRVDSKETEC
PLCb3 inh: PLC-beta3 (human) inhibition, primary screen; Q01970; inhibition, % at 12.2 µM; Purified PLC-beta3, fluorogenic substrate, fluorescence; 370,000 tested, 0.18% active; in the data active = inhibition above about 11%;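 also: 0% = median of compound wells on plate and 100% = full blocker control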
Tn6 DDE FP: DD(E)-Tn6 binding inhibition, primary FP screen; Fibrin DD(E) TRITC-Tn6 fluorescence polarization displacement; 370,000 tested, 0.21% active; inhibition, % at 8.3 µM;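 active = inhibition above a per-campaign cutoff: mean of compounds within control limits plus 3 SD, cut at about 15% in these data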;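 also: 0% = median of all compound wells on the plate and 100% = blocking peptide control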
UHRF1 binding: UHRF1 methyl-DNA binding inhibition; 370,000 tested, 0.75% active; inhibition, % at 4.4 µM; UHRF1 binding to methylated oligo, TR-FRET; AID 687016; in the data active = inhibition above about 21%;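 also: UHRF1 SRA domain binding a hemimethylated CpG hairpin DNA probe; 0% = median of test compound wells and 100% = reference inhibitor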
* = called active by the depositor; · = no result given. No enrichment for hits; 4.1% or so of the library scored in one or more.

SMILES	KLK7 zymogen act	ARFGAP1 inhibitor	Tn7 DDE FP	PLC-gamma1 inh	ASAP1 GAP inh	MBD2 inh	ADAM17 inh	PLCb3 inh	Tn6 DDE FP	UHRF1 binding
O=S(=O)(c1ccc(Cl)s1)N1CCC(Cc2ccccc2)CC1	0.0	1	5	-1	-3	2	-3	-1	-3	-2
O=C(O)c1cc(S(=O)(=O)N2CC3CC3C2C(=O)O)c(Cl)cc1Cl (configuration not stated)	0.6	-6	-1	-2	8	-3	-6	-4	3	0
COc1ccc(NS(=O)(=O)c2cccc(C(=O)NCC(c3ccc(F)cc3)N3CCOCC3)c2)cc1 (configuration not stated)	-0.3	1	-3	4	-1	1	0	-5	1	1
O=S(=O)(c1ccccc1)N1CCN=C1SCc1c(F)cccc1Cl	-0.1	-20	-1	1	-9	4	0	-4	-7	-2
CCNC(=S)N1CCN(CC(=O)Nc2ccc(Br)cc2)CC1	0.5	-6	-3	-1	11	3	-3	-1	-1	5
Cc1ccc(-c2csc(N(Cc3ccccc3)C(=O)COc3ccccc3)n2)cc1	-0.2	1	4	0	5	3	-2	3	6	6
C[C@@H]1CN(C(=O)c2nc3ccc(Cl)cn3c2CN(C)CCc2cnn(C)c2)C[C@H](C)O1	0.3	-4	5	-2	3	2	-4	-9	5	-2
CCCCNS(=O)(=O)/C=C/c1cc(C)ccc1CNC(=O)OC(C)(C)C	0.5	·	0	-2	·	5	3	3	-2	-3
CC(C)(C)c1cc(NC(=O)COC(=O)c2nccnc2N)n(-c2ccccc2)n1	-0.1	-9	-5	-109	5	0	-331	-167	6	-1
COc1ccccc1CNC(=O)[C@@H]1CCCN1S(=O)(=O)c1ccccc1F	-0.2	5	8	9	10	8	-2	-4	-3	10
CCN1CCc2c(OCC(=O)Nc3ccccc3)cccc2C1=O	-0.2	-3	-4	-1	-14	3	-8	0	1	2
CCN1C(=O)C(CC(=O)Nc2ccc(F)cc2)N(Cc2cccs2)C1=S (configuration not stated)	0.4	-3	-4	5	-4	2	3	4	7	-4
N#Cc1ccc(NC(=O)N2CCC(c3nc4c(nnn4Cc4cccc(Cl)c4)c(=O)[nH]3)CC2)cc1	0.3	-2	6	3	2	-3	4	2	2	1
CCOC(=O)N1CCC(NC(=O)CS(=O)Cc2nc(-c3ccc(C)cc3)oc2C)CC1 (configuration not stated)	-0.3	-8	-8	-1	8	5	-3	-8	3	1
Cc1ccccc1C(=O)NC(C)c1ccc2c(c1)CCCC2 (configuration not stated)	-0.1	-7	6	10*	3	-6	2	13*	-1	1
CCN1C(=O)CC(N2CCC(Nc3ccc(OC)cc3)CC2)C1=O (configuration not stated)	-0.3	-4	0	-1	8	2	-2	0	3	2
CCc1nnc(NC(=O)[C@@H](NC(=O)c2cccc(S(=O)(=O)N(CC)CC)c2)C(C)C)s1	0.8	-1	-1	-1	9	0	-5	-2	11	4
COc1ccc(C(=O)NC2CC2)cc1OC1CCN(Cc2cnn(C)c2C)CC1	-0.2	-1	2	3	1	1	3	-10	1	5
CCN1C(=O)[C@H]2[C@@H](c3ccc(-c4ccc(C(C)=O)cc4)cc3)N3CCC[C@@]3(C(=O)OC)[C@H]2C1=O	0.5	-4	-5	-2	-4	1	9.7*	-3	2	3
O=C(CN1CCc2ccccc2C1)Nc1cc(S(=O)(=O)N2CCOCC2)ccc1N1CCOCC1	-0.4	-14	3	-1	1	3	-3	0	3	-1

Part of the list above in order of formula weight, highest first.
SMILES	KLK7 zymogen act	ARFGAP1 inhibitor	Tn7 DDE FP	PLC-gamma1 inh	ASAP1 GAP inh	MBD2 inh	ADAM17 inh	PLCb3 inh	Tn6 DDE FP	UHRF1 binding
COc1ccc(NS(=O)(=O)c2cccc(C(=O)NCC(c3ccc(F)cc3)N3CCOCC3)c2)cc1 (configuration not stated)	-0.3	1	-3	4	-1	1	0	-5	1	1
N#Cc1ccc(NC(=O)N2CCC(c3nc4c(nnn4Cc4cccc(Cl)c4)c(=O)[nH]3)CC2)cc1	0.3	-2	6	3	2	-3	4	2	2	1
CCN1C(=O)[C@H]2[C@@H](c3ccc(-c4ccc(C(C)=O)cc4)cc3)N3CCC[C@@]3(C(=O)OC)[C@H]2C1=O	0.5	-4	-5	-2	-4	1	9.7*	-3	2	3
CCOC(=O)N1CCC(NC(=O)CS(=O)Cc2nc(-c3ccc(C)cc3)oc2C)CC1 (configuration not stated)	-0.3	-8	-8	-1	8	5	-3	-8	3	1
C[C@@H]1CN(C(=O)c2nc3ccc(Cl)cn3c2CN(C)CCc2cnn(C)c2)C[C@H](C)O1	0.3	-4	5	-2	3	2	-4	-9	5	-2
Cc1ccc(-c2csc(N(Cc3ccccc3)C(=O)COc3ccccc3)n2)cc1	-0.2	1	4	0	5	3	-2	3	6	6
COc1ccc(C(=O)NC2CC2)cc1OC1CCN(Cc2cnn(C)c2C)CC1	-0.2	-1	2	3	1	1	3	-10	1	5
CC(C)(C)c1cc(NC(=O)COC(=O)c2nccnc2N)n(-c2ccccc2)n1	-0.1	-9	-5	-109	5	0	-331	-167	6	-1
O=S(=O)(c1ccccc1)N1CCN=C1SCc1c(F)cccc1Cl	-0.1	-20	-1	1	-9	4	0	-4	-7	-2
CCCCNS(=O)(=O)/C=C/c1cc(C)ccc1CNC(=O)OC(C)(C)C	0.5	·	0	-2	·	5	3	3	-2	-3
O=C(O)c1cc(S(=O)(=O)N2CC3CC3C2C(=O)O)c(Cl)cc1Cl (configuration not stated)	0.6	-6	-1	-2	8	-3	-6	-4	3	0
CCN1C(=O)CC(N2CCC(Nc3ccc(OC)cc3)CC2)C1=O (configuration not stated)	-0.3	-4	0	-1	8	2	-2	0	3	2
CCN1CCc2c(OCC(=O)Nc3ccccc3)cccc2C1=O	-0.2	-3	-4	-1	-14	3	-8	0	1	2
Cc1ccccc1C(=O)NC(C)c1ccc2c(c1)CCCC2 (configuration not stated)	-0.1	-7	6	10*	3	-6	2	13*	-1	1

Next records follow.
SMILES	KLK7 zymogen act	ARFGAP1 inhibitor	Tn7 DDE FP	PLC-gamma1 inh	ASAP1 GAP inh	MBD2 inh	ADAM17 inh	PLCb3 inh	Tn6 DDE FP	UHRF1 binding
CCOC(=O)C1CCCN(c2c(NCCc3cccc(C)c3)c(=O)c2=O)C1 (configuration not stated)	-0.3	10	2	9	1	7	-3	-6	-8	1
CC(Oc1ccc(F)cc1)C(O)CCN(C)C (configuration not stated)	-0.4	14	0	1	15	3	1	-2	24*	2
c1ccc2c(-c3nc4ccccc4[nH]3)cccc2c1	-11	5	-3	-34	14	1	-87	-46	-4	0
CCc1ccc(S(=O)(=O)N2CCN(C(=O)c3cccnc3)CC2)cc1	0.9	-2	3	-1	-10	-6	1	-3	1	-2
O=c1[nH]c(=S)[nH]c2sccc12	0.0	6	-4	1	-11	-5	-5	-6	-5	-1
O=C(NCc1ccc(F)cc1)C1(c2cccs2)CCOCC1	0.6	-5	-8	4	4	-7	2	5	-2	-3
CCc1cc2c(=O)c(-c3nc4ccccc4n3C)coc2c(CN2CCOCC2)c1O	2.5	-6	0	-65	13	-3	-12	-68	-3	0
CC(C)COP(=O)(OCC(C)C)C(Nc1ccccc1)c1ccc2c(c1)OCO2 (configuration not stated)	0.2	12	6	-3	15	2	-1	0	5	0
CCN(CC)CCCNC(=O)c1cc2c(=O)n(CC)c3ccccc3c2s1	12	16	-4	-65	5	-6	-221	-95	8	-4
CC(C)c1nc(SCC(=O)Nc2cccc(C(=O)O)c2)c2c3c(sc2n1)CCCC3	0.0	-10	-2	0	-6	0	-2	-6	1	1
COc1ccccc1-c1cc(NC=O)c2ncc(-c3cccc(C(C)=O)c3)n2c1	-0.8	14	-7	-14	-1	-8	-7	-27	-17	-1
O=C(Cn1ncc2ccccc21)N1CCN(c2cccc(C(F)(F)F)c2)CC1	-0.1	3	-3	-2	-12	6	-5	1	-2	2
O=C(O)c1ccc(CSc2nc3ccccc3[nH]2)cc1	-0.1	29*	6	0	-16	3	-2	-5	10	1
CCCCNC(=O)Nc1nnc(SCC(=O)OCC)s1	0.2	2	6	0	10	3	-1	3	3	-2
CCOC(=O)c1cnc2c(C)cccc2c1NCc1ccco1	0.3	0	-5	-16	-8	3	-12	-24	1	0
COc1ccc(CCNC(=O)CSc2nc(=O)[nH]c3c2CCC3)cc1OC	0.3	-11	-1	-1	-12	-1	-1	1	3	0
CCC(CC)C(=O)NCCc1cc2c(C)ccc(C)c2[nH]c1=O	-0.2	-7	5	1	10	1	-3	3	-3	-1
COc1cccc(-c2nnc(NC(=O)c3ccccc3Br)o2)c1	-0.5	-4	2	-2	2	0	1	0	-3	-3
Cc1ccc(Cc2c(-c3ccccc3)nc3ccc(Cl)cn23)cc1	-0.4	-4	3	-12	0	-1	-11	-16	2	3
CCOC(=O)/C(C#N)=C/c1c(N2CCN(C)CC2)nc2c(C)cccn2c1=O	0.9	-14	7	-8	-8	-12	-5	-11	1	-6
Cc1cc2c(=O)n(CC(=O)N3CCN(c4ccccc4)CC3)cnc2s1	-0.6	10	3	0	-2	3	-7	0	-2	0
O=S(=O)(NCC1CCCO1)c1ccc2oc3ccc(S(=O)(=O)NCC4CCCO4)cc3c2c1 (configuration not stated)	0.3	8	3	4	9	18*	-3	4	0	-2
COc1cccc(/C=C/c2ccc3cccc(O)c3n2)c1OC	0.5	-8	8	-20	4	2	2	-35	-3	-6
Nc1c(C(=O)Nc2ccc3c(c2)OCCO3)nnn1CCc1ccccc1	-0.1	12	-1	0	8	6	-1	1	7	0
Cc1cc(C)cc(SCc2noc(C(=O)NCCCN3CCOCC3)c2C(=O)NCCCN2CCOCC2)c1	0.5	-3	-2	3	3	2	-5	1	-8	0
Cc1ccc(/C=C/C(=O)NC(C)c2ccccc2)cc1 (configuration not stated)	-0.5	6	-8	4	-5	-1	0	4	1	1
NC(=O)c1ccsc1NC(=O)COC(=O)CSc1ccc(Cl)cc1	0.1	-8	3	-7	-5	4	2	-3	-4	-1
Cc1nc(CS(=O)(=O)c2ccc(Cl)cc2)cc(Sc2ccccc2Cl)n1	0.9	3	5	0	-2	3	-1	-2	-4	-5
COc1ccc(NC(=O)c2cc(-c3ccco3)nc3ccccc23)cc1	15*	4	4	-50	-2	-3	-12	-93	-4	0
CN(CC(N)=O)S(=O)(=O)c1ccc(F)cc1	0.2	0	-8	6	13	4	2	3	10	3
CC1CCCN(Cc2csc(N)n2)C1 (configuration not stated)	0.2	8	1	0	2	1	-4	-8	7	0
CC1CCc2c(sc(NC(=O)c3ccc(Cn4cc(Br)cn4)o3)c2C(N)=O)C1 (configuration not stated)	-4.8	11	0	-114	6	7	-11	-117	-8	2
COc1ccc(S(=O)(=O)N(C)C)cc1NCC(=O)Nc1ccc(F)cc1F	0.1	2	-2	4	1	1	1	1	4	-2

As a short view, some entries already given:
SMILES	KLK7 zymogen act	ARFGAP1 inhibitor	Tn7 DDE FP	PLC-gamma1 inh	ASAP1 GAP inh	MBD2 inh	ADAM17 inh	PLCb3 inh	Tn6 DDE FP	UHRF1 binding
O=S(=O)(c1ccc(Cl)s1)N1CCC(Cc2ccccc2)CC1	0.0	1	5	-1	-3	2	-3	-1	-3	-2
O=C(O)c1cc(S(=O)(=O)N2CC3CC3C2C(=O)O)c(Cl)cc1Cl (configuration not stated)	0.6	-6	-1	-2	8	-3	-6	-4	3	0
